Source: PubChem
GALK inh: inhibits human galactokinase | P51570 | recombinant GALK, Kinase-Glo ATP luminescence, 1 h | Potency, µM (series often up to 57.5 µM), for inactives: at the highest dose activity, negative = inhibition, most hits filed as inhibitors | 44,000 tested, under 10 active | AID 1347072;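 note: plate controls were full GALK reaction for no effect and reaction lacking GALK for full effect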
Target sequence (P51570 whole entry, looked up): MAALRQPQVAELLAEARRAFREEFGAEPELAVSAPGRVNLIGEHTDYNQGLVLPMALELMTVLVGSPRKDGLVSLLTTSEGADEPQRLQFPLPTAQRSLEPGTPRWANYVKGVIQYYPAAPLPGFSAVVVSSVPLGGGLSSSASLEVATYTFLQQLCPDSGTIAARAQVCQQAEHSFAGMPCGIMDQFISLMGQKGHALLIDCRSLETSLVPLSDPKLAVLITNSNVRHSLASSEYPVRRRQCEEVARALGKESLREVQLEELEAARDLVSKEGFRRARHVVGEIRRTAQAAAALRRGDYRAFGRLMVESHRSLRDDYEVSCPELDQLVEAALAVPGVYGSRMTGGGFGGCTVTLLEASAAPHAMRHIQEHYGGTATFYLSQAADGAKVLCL
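Compounds were pinned into ATP buffer, then GALK-galactose mix was added (final 5 nM enzyme, 35 uM ATP, 100 uM galactose, pH 8.0). After 1 h at room temperature, Kinase-Glo Plus was added and luminescence read.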
p53null 39C kill: selectivity test: cytotoxicity in p53 null cells, nonpermissive temperature; H1299 p53-null (neo) cells, 39C, ATPlite viability, 24 h; Potency, µM (titrated, usually from 46.1 µM), for inactives: top-dose activity, negative = cell killing, actives largely listed as cytotoxic; 0.97% of 55,000 active; AID 904;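 note: potency is the fitted concentration of half-maximal effect; 0% = DMSO only and -100% = full killing by 100 µM tamoxifen; nearly all actives have a fitted effect of over 50% in size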
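Concentration-response (up to 46 uM) was run for 24 h at the nonpermissive 39C on H1299-p53A138V or H1299-neo cells. ATP content was measured with ATPlite luminescence. AC50 values were Hill-modeled after normalizing between DMSO and 100 uM tamoxifen killing.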
FH mod: Identification of activators of human fumarate hydratase by quantitative high-throughput screening. Fumarate hydratase, mitochondrial (Homo sapiens), P07954. FH coupled MDH/diaphorase resazurin fluorescence, 15 min. Potency, µM (doses to about 79.9 µM), for the others: top-dose activity change, negative = inhibition, actives largely listed as inhibitors. 0.22% of 54,000 active; note: potency is the fitted concentration of half-maximal effect; % is set by controls: 0 for no effect and ±100 for the full control effect; the screen sought activators but most active calls are inhibition curves; nearly all actives have a fitted effect of over 45% in size
Target sequence (P07954 whole entry, looked up): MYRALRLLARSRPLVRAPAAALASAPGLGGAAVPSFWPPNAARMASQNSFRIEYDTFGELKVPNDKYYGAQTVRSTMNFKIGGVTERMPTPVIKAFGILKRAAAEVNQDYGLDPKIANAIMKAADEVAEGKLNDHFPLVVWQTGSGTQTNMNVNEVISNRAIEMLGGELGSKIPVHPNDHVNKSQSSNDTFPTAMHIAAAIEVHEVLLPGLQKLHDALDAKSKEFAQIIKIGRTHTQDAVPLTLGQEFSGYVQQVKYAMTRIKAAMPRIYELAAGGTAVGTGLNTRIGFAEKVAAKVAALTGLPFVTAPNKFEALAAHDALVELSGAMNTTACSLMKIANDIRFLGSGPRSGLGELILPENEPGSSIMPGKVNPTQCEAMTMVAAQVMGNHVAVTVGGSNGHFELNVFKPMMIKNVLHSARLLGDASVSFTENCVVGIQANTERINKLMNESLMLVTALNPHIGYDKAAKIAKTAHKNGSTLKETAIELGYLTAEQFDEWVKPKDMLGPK
NTMT1 inh: inhibitors of human N-terminal methyltransferase NTMT1. Q9BV86. NTMT1 MTase-Glo SAH luminescence, purified enzyme. Potency, µM (doses to about 114 µM), for the others: top-dose activity change, negative = inhibition, hits mostly inhibitors. 2.5% of 59,000 active;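 note: potency is the fitted concentration of half-maximal effect; plate controls were DMSO vehicle for no effect and no enzyme for full effect; nearly all actives have a fitted effect of over 65% in size; many of its hits are not listed in these tables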
p53null 32C tox: kills p53 null cells at the permissive temperature; H1299-neo p53 null cells, ATP luminescence, 24 h, 32C; Potency, µM (titrated, usually from 46.1 µM), for inactives: top-dose activity change, negative = cytotoxicity, actives largely listed as cytotoxic; 0.62% of 55,000 active;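 note: potency is the fitted concentration of half-maximal effect; 0% = DMSO only and -100% = full killing by 100 µM tamoxifen; nearly all actives have a fitted effect of over 55% in size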
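Luminescent ATP readout gave cell viability of p53-null H1299-neo cells after a 24 h compound exposure at the permissive 32C. Titrations ran up to 46 uM, and AC50s were fitted with the standard Hill equation.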
B2AR arrestin ag: agonists recruiting beta-arrestin to human beta2-adrenergic receptor. P07550. Potency, µM (doses to about 46.1 µM), for inactives: at the highest dose activation, usual class: activators. AID 1347077. 44,000 tested, under 10 active. HTLA Tango cells, beta-arrestin recruitment, luciferase luminescence, 18 h;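 note: potency is the fitted concentration of half-maximal effect; 0% = DMSO and full agonism = EC100 isoproterenol or metaproterenol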
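Tango cells expressing recombinant beta2-AR and beta-arrestin were treated with compounds (up to 46 microM titration) in DMEM with 1% FBS for 18 hr at 37 degrees C. Beta-arrestin recruitment drove tTA-dependent luciferase, read by luminescence; curves were fitted and classed.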
TSG101-PTAP inh: TSG101-PTAP interaction inhibition, HIV-1 budding; AID 1347069; Potency, µM (top dose mostly 115 µM), without a hit: at the highest dose activity change, negative = inhibition, actives largely listed as inhibitors; 44,000 tested, under 10 active; Fluorescence polarization, FITC-PTAP peptide/Tsg101, 20 min; note: potency is the fitted concentration of half-maximal effect; 0% is about no effect
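FITC-labeled PTAP peptide (50 nM final) binding to Tsg101 binding domain (10 uM final) read by fluorescence polarization after 20 min at r.t. in HEPES pH 7.5 buffer. Actives by CRC class, <25 µM.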
* = called active by the depositor; ? = inconclusive; . = no result given; [ ] = remark or other dose. Calls come from the whole dose curve; as a rule, active = well fitted curve in the direction sought with a large enough effect; inconclusive = small, poorly fitted or top-dose-only effect, or another doubt; inactive = no such curve, though single readings can be large; an effect the other way counts as inactive or inconclusive.

Compound	GALK inh	p53null 39C kill	FH mod	NTMT1 inh	p53null 32C tox	B2AR arrestin ag	TSG101-PTAP inh
CCCS(=O)(=O)N1CC(=O)N(c2cc(C)cc(C)c2)C(C)(C(=O)NC2CCCCCC2)C1 (centres undefined)	-6.1%	-6.4%	9.6%	12.2%	-3.1%	1.2%	1.9%
O=C(Nc1ccccc1C(=O)OCc1cc(=O)n2nc(C3CC3)sc2n1)c1cccc(Cl)c1	1.5%	-5.2%	3.1%	-11.2%	-1.4%	0.2%	-5.5%
Cc1ccc(NC(=O)C(Cc2c[nH]c3ccccc23)NC(=O)OCC(C)C)cc1 (centres undefined)	7.9%	-3.5%	-14.1%	-6.9%	11.1%	0.6%	-4.5%
COc1ccccc1/C=C/c1nc(C#N)c(NCCc2ccccc2)o1	-13.5%	?	-26.3%	-0.6%	2.4%	-1.2%	2.4%
Cc1ccc(NC(=O)C2CCCN(c3nc4ccccc4s3)C2)c(C)c1 (centres undefined)	7.8%	?	2.1%	-2.8%	-4.6%	0.3%	1.0%
O=C(COc1ccc2oc3c(c2c1)CCCC3)Nc1ccc(Br)cc1	6.5%	16.3%	12.4%	6.3%	-9.9%	-2.2%	-7.6%
COc1ccccc1CNc1nc(-c2ccco2)nn1C(=O)c1cc(OC)c(OC)c(OC)c1	0.4%	0.2%	?	-2.7%	-8.1%	-3.8%	1.6%
COc1ccccc1-c1cc(C(=O)Nc2cc(OC)c(OC)c(OC)c2)no1	-3.0%	-17.7%	-16.9%	16.2%	9.2%	0.1%	4.7%
CC(CNC(=O)C1CCN(C(=O)N2CCOc3ccc(Cl)cc32)CC1)c1ccccc1 (centres undefined)	1.1%	30.3%	2.7%	2.4%	36.1%[activator]	-0.2%	-0.6%
CCCS(=O)(=O)c1ncc(Cl)c(C(=O)Nc2scc(-c3ccccc3)c2C(=O)OCC)n1	1.7%	-27.2%	-18.2%	-0.7%	-18.8%	-1.2%	0.5%
CCc1ccc(NC(=O)CN2C(=O)C(c3ccc(Cl)cc3)=NC23CCCCC3)cc1	8.2%	11.3%	-13.8%	-22.6%	26.7%	-3.6%	5.2%
CCOCCCN(C(=O)Nc1ccc(Cl)cc1)C1CCN(C(C)=O)CC1	0.9%	-1.9%	1.5%	-9.2%	2.9%	0.6%	-1.9%
CCOC(=O)c1ccccc1NC(=O)CSc1nc2cn(CC)nc2c(=O)n1Cc1ccc(Cl)cc1	0.4%	1.6%	-15.2%	-1.4%	12.0%	1.2%	-11.2%
COC(=O)c1ccccc1NC(=O)c1cnn(-c2ccc(F)cc2)c1-n1cccc1	-1.0%	-1.4%	3.0%	6.4%	-0.2%	-0.9%	0.1%
Cc1ccc(NC(=O)c2ncoc2-c2ccco2)cc1Cl	-2.1%	?	-7.6%	-7.2%	-12.0%	-0.2%	-0.3%
CCOc1ccc(OCC)c(NC(=O)c2cnn(-c3ccc(F)cc3)c2C2CCN(C(=O)OC(C)(C)C)CC2)c1	3.4%	15.4%	-9.0%	-3.1%	5.3%	-0.6%	-4.9%
CC1CCN(c2nc3ccccc3nc2C(F)(F)F)CC1	2.4%	0.1%	8.2%	-7.3%	-1.0%	2.9%	0.0%
Cc1cccc(NS(=O)(=O)c2ccc(NC(=O)N3CCCC3)cc2)c1	-0.2%	29.1%	4.6%	3.9%	-3.3%	-0.4%	1.8%
Cc1ccc(NC(=O)c2cc(C)nn2-c2ccccc2)cc1	0.1%	-2.5%	1.9%	1.6%	0.9%	-0.2%	2.7%
Cc1ccccc1OC(=O)CSc1nnc(-c2ccc(F)cc2)o1	-8.2%	-17.5%	-0.6%	2.4%	0.0%	-2.8%	-0.1%
CC(C)(C)OC(=O)N1CCC(c2c(C(=O)Nc3cccc(C(F)(F)F)c3)cnn2-c2ccc(F)cc2F)CC1	-3.8%	6.0%	6.6%	8.6%	17.2%	-0.2%	1.8%
COc1cc2c(cc1OC)C(COc1ccccc1OC)N(C(=O)c1ccc(S(=O)(=O)N3CCCC3)cc1)CC2 (centres undefined)	0.7%	13.2%	?	22.2%	-6.7%	1.3%	1.3%
COc1ccc(-c2nnc(C3CCN(S(=O)(=O)c4cccc(Cl)c4)CC3)o2)cc1	-11.4%	-5.2%	-14.7%	3.3%	?	-2.1%	-1.7%
COc1cc(OC)c(NC(=O)Cn2nc(C)n3cccc3c2=O)cc1Cl	-1.7%	5.3%	5.9%	-9.0%	-5.1%	-2.5%	-1.1%
O=C(Nc1cccs1)Nc1cc(C(F)(F)F)ccc1Cl	-3.6%	13.7%	-35.7%	4.2%	26.3%	-0.2%	-5.8%
CCN(CC)C(=O)Cn1c(=O)cc(C)c2c(C)nn(C)c21	-2.1%	-1.2%	-20.3%	-0.5%	2.9%	0.3%	-0.2%
Cc1oc2ccc(O)c(CN3CCCCC3C)c2c1C(=O)Nc1ccccc1 (centres undefined)	-0.8%	-6.6%	.	.	6.3%	0.6%	-1.3%
COc1cccc(NC(=O)c2ccc(-c3nc(COc4ccccc4)c(C)o3)cc2)c1	-2.0%	12.0%	-11.7%	0.3%	-21.9%	-0.4%	0.2%
O=C(CN1C(=O)COc2ccc(S(=O)(=O)N3CCOCC3)cc21)Nc1ccc(F)c(Cl)c1	1.1%	-28.2%	-21.3%	-2.2%	-7.8%	0.1%	-1.3%
COc1ccc(CNC(=O)Cc2c(C)c3c(cc(C)c4c(C)c(C)oc43)oc2=O)cc1	1.5%	-12.6%	-13.5%	-4.3%	-1.2%	-0.5%	2.3%
COc1ccc(-c2ccc(NS(=O)(=O)c3ccc(F)c(C(F)(F)F)c3)cc2)nn1	1.9%	9.1%	-5.5%	12.3%	38.8%[activator]	-0.4%	-7.0%
Cc1cc2n(n1)C(c1cc(C(C)(C)C)c(O)cc1O)Nc1ccccc1-2 (centres undefined)	1.2%	-1.8%	-29.1%	8.5%	-26.5%	-1.1%	-4.4%
Cc1ccccc1CNS(=O)(=O)c1csc(C(N)=O)c1	-0.6%	-1.4%	-9.3%	5.0%	-4.9%	2.5%	-4.6%
Cc1ccccc1NC(=O)CSc1nc2ccc(NC(=O)CCc3ccccc3)cc2s1	0.0%	-14.6%	1.1%	10.4%	-11.6%	-0.3%	-0.4%
COc1ccc(C)cc1NC(=O)N1CCN(c2cc(-c3noc(C)n3)ccc2C)CC1	1.7%	6.3%	-5.3%	-10.5%	-6.4%	0.2%	-1.0%
CN(C)c1ccc(CNC(=O)CCn2c(=O)c3cccn3c3ccc(F)cc32)cc1	0.0%	61.5%[activator]	-5.4%	-18.2%	3.7%	-0.4%	1.3%
COc1ccc(-c2nc3sc(CCNC(=O)C(C)(C)C)c(C)n3n2)cc1	2.1%	-8.2%	-5.4%	-10.8%	?	-3.9%	-1.2%
CCCOc1ccc(NC(=O)CC2C(=O)N(c3ccccc3)C(=O)N2Cc2ccco2)cc1 (centres undefined)	0.0%	0.8%	.	.	3.8%	-0.5%	-1.9%
Cn1cc(C(=O)O)c(=O)c2cc(S(=O)(=O)N3CCOCC3)ccc21	-0.3%	4.4%	-6.7%	0.0%	-4.1%	0.4%	0.7%
Cc1ccc(S(N)(=O)=O)cc1NC(=O)c1c(-c2c(Cl)cccc2Cl)noc1C	?	-14.5%	-1.7%	-16.3%	-4.2%	-0.6%	-5.6%
Cc1ccccc1CNC(=O)C1CCN(S(=O)(=O)Cc2ccccc2)CC1	2.2%	-27.5%	.	.	11.0%	-2.3%	0.8%
Cc1ccc(N2CC(C(=O)NCCS(=O)(=O)N3CCN(c4ccccc4)CC3)CC2=O)cc1 (centres undefined)	-0.8%	3.7%	3.8%	11.8%	2.2%	0.9%	1.5%
Cc1coc2c1c(C)cc1oc(=O)c(CC(=O)NCCc3ccc(Cl)cc3)c(C)c12	-4.7%	4.4%	-5.5%	18.2%	1.1%	-1.0%	-2.1%
Cc1ccc(NC(=O)Cn2c(=O)n(CCc3ccccc3)c(=O)c3sc4ccccc4c32)cc1C	-0.8%	-4.1%	1.7%	12.0%	?	0.8%	4.0%
O=C(CSc1n[nH]c(-c2ccc(F)cc2)n1)NCc1ccccc1Cl	-1.6%	5.6%	-34.2%	6.4%	-11.2%	1.0%	-0.7%
CN(C1CCCCC1)S(=O)(=O)c1ccc2c(c1)c(=O)c(C(=O)NCc1ccc(Cl)cc1)cn2C	9.2%	-8.4%	?	?	0.6%	0.5%	-8.2%
COc1cc(C2c3c(oc4ccc(F)cc4c3=O)C(=O)N2c2nc(C)c(C)s2)cc(OC)c1OC (centres undefined)	0.5%	-29.4%	-26.1%	-13.2%	-12.1%	0.7%	0.0%
Cn1c(CN2CCCCC2)nc2cc(NC(=O)c3cccc(Br)c3)ccc21	6.3%	?	-6.1%	1.0%	-27.8%	0.3%	-6.0%
CCOCCCN1C(=O)c2ccccc2CC1(C)C(=O)NC1CCCCC1 (centres undefined)	-0.3%	-2.4%	7.0%	-1.5%	-11.5%	0.9%	-1.9%
CCOC(=O)c1ccc(N2C(=O)c3n[nH]c(-c4cccs4)c3C2c2cccc(F)c2)cc1 (centres undefined)	0.3%	?	-29.1%	5.0%	89.1%[activator]	0.4%	-3.9%

Continuation.
Compound	GALK inh	p53null 39C kill	FH mod	NTMT1 inh	p53null 32C tox	B2AR arrestin ag	TSG101-PTAP inh
COc1ccccc1Cc1nc2ccccc2nc1SCC(=O)N1CCCc2ccccc21	-1.0%	-10.5%	-24.5%	23.1%	-6.4%	-0.1%	-0.1%
COc1ccc(N2CCN(C(=O)c3ccc4c(c3)N(Cc3ccc(F)cc3)C(=O)c3ccccc3S4=O)CC2)cc1 (centres undefined)	8.2%	?	-31.1%	-0.1%	1.3%	4.6%	-4.1%
Cc1ccc2nc(-c3c[nH]c4ccccc34)c(Nc3ccccc3)n2c1	-1.2%	?	?	-4.2%	-10.0%	-2.1%	0.9%
CCCSc1ncc(Cl)c(C(=O)Nc2ccc(S(=O)(=O)N3CCC(C)CC3)cc2)n1	4.7%	11.2%	-31.0%	16.5%	14.2%	-0.3%	0.7%

Arranged by number of heavy atoms (lowest first): some entries from above.
Compound	GALK inh	p53null 39C kill	FH mod	NTMT1 inh	p53null 32C tox	B2AR arrestin ag	TSG101-PTAP inh
Cc1ccc(NC(=O)c2cc(C)nn2-c2ccccc2)cc1	0.1%	-2.5%	1.9%	1.6%	0.9%	-0.2%	2.7%
O=C(COc1ccc2oc3c(c2c1)CCCC3)Nc1ccc(Br)cc1	6.5%	16.3%	12.4%	6.3%	-9.9%	-2.2%	-7.6%
CN(C1CCCCC1)S(=O)(=O)c1ccc2c(c1)c(=O)c(C(=O)NCc1ccc(Cl)cc1)cn2C	9.2%	-8.4%	?	?	0.6%	0.5%	-8.2%

These rows are one share of the data; count on the stated rates, not on these rows.
